# High-throughput results as filed in PubChem.
# STAT3 inh = inhibitors of IL-6 induced STAT3 signaling | inhibition, % at 5.5 µM | U3A cells, IL-6 STAT3-luciferase reporter, luminescence; host cell line lacks STAT1 | AID 862 | 190,000 tested, 0.89% active;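 active = inhibition above the mean inhibition across all screened compounds plus 3 SD, cut at about 44% in these data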;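 note: 0% = DMSO only wells and 100% = 100 µM nifuroxazide control wells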
# STAT1 blocker = reduces IFN-gamma driven STAT1 reporter signal; 200,000 tested, 0.35% active; NIH 3T3 STAT1-luciferase reporter, luminescence; inhibition, % at 5.5 µM;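 active = inhibition above a set limit, the mean inhibition across all tested compounds plus 3 SD, cut at about 34% in these data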;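 note: 0% = IFN-gamma with DMSO and 100% = IFN-gamma with 300 µM nifuroxazide; values of inactives mirror those of a sister screen read the other way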
# APP 5'UTR act = APP 5'UTR luciferase reporter activation; SH-SY5Y APP 5'UTR luciferase reporter, luminescence; zero percent = DMSO vehicle wells; 190,000 tested, 1% active; activation, % at 2 µM; AID 1276;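 active = activation above a set limit, based on mean plus 3 SD of controls, cut at about 140% in these data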; note: values of inactives mirror those of a sister screen read the other way
# Redox H2O2 prof = compounds producing H2O2 with reducing agent – biochemical, NIH compound library profiling, artefact control for MLSCN library redox annotation, primary screen; DTT-dependent redox cycling H2O2, phenol red/HRP absorbance; 100% = 100 µM peroxide control, 0% = buffer; 200,000 tested, 0.03% active; activation, % at 10 µM;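 active = activation of at least 50% relative to the plate's high and low controls in the primary single-dose screen; inactive = activation below 50%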;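 note: compound incubated with DTT at 0.8 mM final as the reducing agent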
# HMGR II inh = E. faecalis class II HMG-CoA reductase inhibition; purified E. faecalis HMGR, NADPH absorbance 340 nm kinetic; inhibition, % at 10 µM; 190,000 tested, 0.41% active;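 active = inhibition above a set limit, the median over all tested compounds plus 3 SD, cut at about 9.5% in these data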;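 note: enzyme runs in reverse so mevalonate oxidation gives rising NADPH absorbance; 0% = complete reaction with DMSO and 100% = background rate lacking mevalonate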
# Hsp70 activator = switches on Hsp70 transcription. HeLa Hsp70 promoter luciferase reporter, luminescence; scaled: vehicle 0, proteasome-inhibitor control 100%. activation, % at 10 µM. 200,000 tested, 0.04% active. AID 1203;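 active = activation above the mean across all tested compounds plus 3 SD, cutoff set per campaign, cut at about 5.5% in these data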;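 note: 100% = MG132 at 30 µM as the positive control and 0% = DMSO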
# STAT3 activator = increases IL-6 driven STAT3 reporter signal | activation (% of control), % at 5.6 µM | AID 871 | U3A cells, IL-6 STAT3-luciferase reporter, luminescence; 100% = signal with IL-6 EC80 alone | 190,000 tested, 0.91% active;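 active = activation above the screen-wide mean of compound activation plus 3 SD, cut at about 130% in these data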;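 note: 0% = background luminescence of wells with medium and substrate only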
#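 Test system: human U3A cells carrying STAT3-luciferase construct; control set: IL-6-only wells as 100% reference; timing: compound pre-incubation 1 h before IL-6, then 6 h stimulation at 37 °C; also added: IL-6 stimulus at 33 ng/mL final; evaluation: % activation versus median of IL-6-stimulated wells; detection: reporter luminescence signal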
# TLR4-MyD88 BLA = inhibitors of human TLR4-MyD88 binding; 200,000 tested, 0.18% active; AID 861; inhibition, % at 8.4 µM; O00206+Q99836; HeLa CL3-4 TLR4/MyD88 BLA complementation, FRET ratio; in the data active = inhibition above about 25%;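 note: 0% = vehicle and 100% = reference inhibitor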
# Target sequence (O00206 whole entry, looked up): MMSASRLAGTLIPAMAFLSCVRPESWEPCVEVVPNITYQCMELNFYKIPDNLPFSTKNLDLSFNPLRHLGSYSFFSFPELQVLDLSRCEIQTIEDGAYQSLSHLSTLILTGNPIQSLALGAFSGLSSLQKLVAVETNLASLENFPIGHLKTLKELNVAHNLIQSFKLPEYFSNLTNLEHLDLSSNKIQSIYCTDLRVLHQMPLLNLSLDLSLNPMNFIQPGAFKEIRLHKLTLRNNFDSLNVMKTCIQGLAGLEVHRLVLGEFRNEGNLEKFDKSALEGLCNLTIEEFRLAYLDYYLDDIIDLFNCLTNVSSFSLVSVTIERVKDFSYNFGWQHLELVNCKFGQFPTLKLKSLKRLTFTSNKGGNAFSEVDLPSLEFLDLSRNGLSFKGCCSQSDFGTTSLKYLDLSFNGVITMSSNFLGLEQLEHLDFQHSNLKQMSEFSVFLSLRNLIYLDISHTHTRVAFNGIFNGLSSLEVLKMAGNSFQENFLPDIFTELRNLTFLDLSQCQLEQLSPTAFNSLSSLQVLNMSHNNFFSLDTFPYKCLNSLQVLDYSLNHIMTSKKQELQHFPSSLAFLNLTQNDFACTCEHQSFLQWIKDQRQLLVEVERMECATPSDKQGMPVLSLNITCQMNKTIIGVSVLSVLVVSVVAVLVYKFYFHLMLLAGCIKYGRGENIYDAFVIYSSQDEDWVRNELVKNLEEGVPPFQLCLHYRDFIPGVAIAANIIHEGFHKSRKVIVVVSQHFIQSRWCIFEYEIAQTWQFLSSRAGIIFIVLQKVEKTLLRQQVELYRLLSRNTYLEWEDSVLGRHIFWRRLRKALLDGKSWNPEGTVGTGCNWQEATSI
# Target sequence (Q99836 whole entry, looked up): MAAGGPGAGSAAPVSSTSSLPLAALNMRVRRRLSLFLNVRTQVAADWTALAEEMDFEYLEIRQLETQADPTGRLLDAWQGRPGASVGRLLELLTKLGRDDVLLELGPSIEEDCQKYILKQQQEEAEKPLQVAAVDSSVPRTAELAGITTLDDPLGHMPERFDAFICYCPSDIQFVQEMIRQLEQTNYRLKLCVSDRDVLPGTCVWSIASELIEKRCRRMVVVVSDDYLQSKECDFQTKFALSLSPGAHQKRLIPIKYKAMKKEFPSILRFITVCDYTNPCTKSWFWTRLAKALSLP
# STAT1 activator = STAT1 signaling activation. 200,000 tested, 2.6% active. AID 932. activation (% of control), % at 5.5 µM. NIH 3T3 STAT1-luciferase reporter, IFN-gamma, luminescence; 100% = IFN-gamma alone, no compound;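 active = activation above the screen-wide mean activation plus 3 SD, cut at about 130% in these data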;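 note: raw ratio to IFN-gamma control signal so 100% means no change and 0% no light; values of inactives mirror those of a sister screen read the other way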
# NF-kB expr up = raises NF-kB expression in human neuronal cells. NF-kB reporter expression; hits give high values. fold change at 12.5 µM. 190,000 tested, 1.6% active. AID 1239; in the data active = fold change above about 3.3
# The depositor's hits bear a star; . = no result given.
SMILES,STAT3 inh,STAT1 blocker,APP 5'UTR act,Redox H2O2 prof,HMGR II inh,Hsp70 activator,STAT3 activator,TLR4-MyD88 BLA,STAT1 activator,NF-kB expr up
O=C(CC1N=C2c3ccccc3N=C(SCc3ccc(Cl)cc3)N2C1=O)NCc1ccco1 (configuration not stated),-7,-7,9,0.1,-1,0.1,107,-22,106,1.3
CC(C)(C)c1ccc(-c2nnc(SCCC#N)n2C2CCCC2)cc1,14,0,18,0.2,3,-0.2,92,-13,100,0.78
O=C(COC(=O)C1CC1)Nc1ccc(Oc2ccccc2)cc1,11,2,-24,-1.7,2,0.0,95,8,100,0.87
O=S(=O)(c1cccc2cccnc12)N1CCOCC1,-1,-1,5,1.3,-6,0.2,103,-12,101,0.93
Cn1c2ccccc2c2cc(C(=O)O)ccc21,1,-3,2,0.0,-4,-0.5,104,7,103,1.5
COc1ccc(N/C(C)=C2/C(=O)C(=O)N(CCO)C2c2ccc(Br)cc2)cc1 (configuration not stated),7,4,4,-3.9,-2,1.0,98,16,96,1
O=C(O)c1ccc(CNCc2cccc(Cl)c2)cc1,12,-5,-3,-1.0,0,0.3,93,-17,102,1.5
CCN(Cc1ccccc1)Cc1cc(OC)cc(OC)c1,6,7,1,-0.3,-5,-0.1,101,6,94,1.4
CC(C)c1csc(CN2CCC(N3CCC(C(=O)N4CCOCC4)CC3)CC2)n1,-4,-1,2,-0.3,-3,-0.3,108,0,99,0.94
CC(C)c1ccc(NC(=S)Nc2ccc3cn[nH]c3c2)cc1,13,-11,9,0.5,-3,-0.3,96,-12,109,1.1
O=C1OCCC1Sc1nnc(-c2ccc3c(c2)OCO3)n1-c1ccccc1 (configuration not stated),2,2,13,1.5,-5,-0.4,102,-7,98,1
COc1ccc(OC)c(/C(O)=C/C(=O)C(=O)Nc2cc(C)ccc2OC)c1,3,1,12,0.0,-3,-0.1,102,-13,99,1.2
Cc1ccc(O)c(N=Cc2ccc(C)s2)c1,-24,-23,12,-1.0,-1,-0.4,122,-18,120,1.2
CCn1c(C(=O)N2CCC(C(=O)N3CCN(c4ccccn4)CC3)CC2)cc2sccc21,13,4,-17,-0.6,-1,-0.2,94,-7,96,0.54
CCOC(=O)n1ccc(C(=O)Nc2ccccc2F)n1,8,-11,-6,-1.2,-6,0.2,98,9,110,1.4
c1ccc(CCNc2ncnc3c2nnn3Cc2ccccc2)cc1,5,1,4,3.8,-1,-0.5,100,2,99,1.1
O=C(Nc1ccc(NC(=O)C2CCCCC2)nc1)c1cccs1,-7,-37,49,-0.5,-1,0.0,107,11,132*,1.9
Cc1nc2ccccc2n1S(=O)(=O)N(C)C,0,0,-3,1.0,-3,-0.4,103,-14,100,1.4
Cc1ccc2cccc(O)c2[n+]1[O-],1,6,0,0.3,-4,-0.3,103,11,94,0.99
COCCNCCCCOc1c(Cl)cc(C)cc1Br,-6,3,-7,1.8,-9,-0.4,105,9,98,1.1
Cc1cc(C)n(CC(=O)NC2CCCCC2)n1,10,-2,1,1.0,-8,0.1,94,-3,102,1.2
COc1cccc(OC)c1NC(=O)CN1CCC(NC(=O)c2cccc(F)c2)CC1,10,4,-3,-0.5,0,0.3,93,0,96,1.1
CCOC(=O)CSc1nnc(CNC(=O)c2cccc(C)c2)n1C,-1,2,-2,-0.3,-5,-0.4,102,-1,97,0.89
CCOC(=O)c1ccc(Nc2nc(C(=O)OCC)nc3ccccc23)cc1,37,4,-20,0.4,-16,-0.2,71,2,97,1.2
O=C(O)C1CCCN(S(=O)(=O)c2ccc(Br)cc2)C1 (configuration not stated),-7,-5,9,0.1,-1,-0.5,107,-1,105,1.1
O=C(CCSc1nnc(-c2ccncc2)o1)Nc1ccccc1Cl,1,6,-16,-0.1,2,-0.3,99,-6,91,1.2
CC1(C)CC(=O)C(C=NCCN2CCN(C(=O)NC34CC5CC(CC(C5)C3)C4)CC2)=C(O)C1,-7,2,-4,-0.6,0,0.2,111,12,99,0.83
COc1ccccc1C(=O)Nc1ccon1,15,3,-19,0.0,0,-0.4,88,-15,100,1.2
Cc1c(/C=N\NC(=O)C2(C)CC2(Cl)Cl)cnn1C (configuration not stated),-9,1,13,-0.6,2,-0.2,106,-7,99,1.3
CCOC(=O)C1CCCN(Cc2nc(N)nc(Nc3ccc(OC)cc3)n2)C1 (configuration not stated),33,4,-8,2.0,1,0.0,75,4,96,1.1
O=C(Nc1ccc(Br)cc1)C1CCC(=O)N1Cc1ccccc1Cl (configuration not stated),10,7,1,1.2,-1,-0.2,96,-1,93,0.83
Clc1ccc(Oc2nc(N3CCOCC3)nc(N3CCOCC3)n2)c(C2CCCCC2)c1,-9,-7,-7,1.0,.,-0.1,110,-12,107,.
Cc1ccc(-c2nc(CS(=O)CC(=O)NC3CCC(C)CC3)c(C)o2)cc1 (configuration not stated),11,3,.,-0.7,-7,-0.2,98,-16,97,1.2
COC(=O)c1cccc(NC(=O)COc2cccc([N+](=O)[O-])c2)c1,12,3,31,-0.3,-3,0.1,95,4,97,0.83
COc1cc(/C=C(\C#N)C(=O)NCC2CCCO2)cc(OC)c1OC (configuration not stated),16,2,-5,-0.8,-4,0.0,88,-5,96,1.1
Nc1ncnc2c1ncn2CCOc1ccccc1,0,-23,9,1.4,-3,0.6,102,0,121,1.5
O=C(NN=C1CCCC1)c1ccccc1OCc1ccc(Cl)cc1,8,6,10,-0.1,2,-0.2,95,-4,93,1.4
Cc1cccc(C)c1NC(=O)CCn1cnc2ccccc2c1=O,0,-1,-2,3.5,0,-0.2,104,3,98,1.1
CC(C)(C)C(=O)Nc1nnc(-c2ccncc2)o1,18,-3,1,-0.1,-7,-0.5,87,-6,103,0.98
O=C(Cc1ccccc1)NC1CCN(Cc2ccccc2)CC1,7,-12,13,-2.0,-9,-0.1,99,2,110,1.1
c1ccc(Cc2nnc3sc(-c4ccco4)nn23)cc1,0,-11,7,-1.9,0,0.1,104,1,110,1
CCOC(=O)c1cccc(NC(=O)c2ccccc2C)c1,0,-7,-20,-0.1,6,0.2,101,-15,105,1.2
O=C(NC(=S)Nc1ccc(CN2CCOCC2)cc1)c1ccccc1[N+](=O)[O-],5,7,10,0.7,-4,-0.4,92,6,94,0.92
CCN(CC)c1ccc(/C=N/N2CCN(Cc3cccc4ccccc34)CC2)c(O)c1,1,1,-12,-7.7,1,-0.4,103,-9,99,1.1
CCN(CC)CCNC(=O)/C(=C/c1cn(CC)c2ccccc12)NC(=O)c1cc(OC)c(OC)c(OC)c1,22,-2,-22,-0.3,-6,-0.1,90,-12,101,1.2
O=C(Nc1ccc2c(c1)CCC2)c1cnc(Cl)c(Cl)c1,-3,-37,149*,0.6,0,-0.1,108,-15,135*,3.8*
Nc1nc(Nc2ccccc2)nc(NCc2ccco2)c1[N+](=O)[O-],11,-5,1,-0.3,-6,-0.1,89,0,105,0.72
Cc1cccc(NC(=S)N(CCCN2CCCC2)Cc2cccn2Cc2ccc(Cl)cc2)c1,20,7,19,0.7,-8,0.2,91,-1,93,0.97
O=C(NC1CCCC1)C(=O)N(c1ccccc1F)C(C(=O)NCC1CCCO1)c1cccs1 (configuration not stated),-3,-7,-14,0.3,-4,-0.2,105,6,104,1
COc1cccc(CN2C(=O)C3CCCN3c3ccc(S(=O)(=O)N4CCOCC4)cc32)c1 (configuration not stated),-3,-2,9,1.9,-3,0.2,113,12,102,1.2
Cc1cccc(-n2c(SCC(N)=O)nnc2-c2ccccn2)c1C,12,-8,22,2.4,-4,-0.2,95,-1,107,1.2
Cc1ccc(-n2nc(C(=O)O)nc2-c2ccccc2)cc1,-4,-3,-3,0.1,-13,0.1,101,2,103,0.9
O=C(CCN1C(=O)COc2ccccc21)NCc1cccnc1,2,-1,-6,2.5,2,-0.2,103,-13,100,0.89
Cc1ccc(C(=O)Nc2ccc(S(=O)(=O)NCc3ccco3)cc2)cc1,0,-14,13,0.4,-3,-0.4,98,-9,113,1.1
Cc1nc2ccccc2cc1C(=O)N/N=C/c1ccco1,-10,10,17,0.2,3,0.2,106,-3,91,0.99
Cc1nc2nc[nH]n2c(=O)c1C/C=C/c1ccccc1,7,-2,49,-1.5,4,-0.1,97,11,102,1.2
COc1ccccc1CNC(=O)CCCNS(=O)(=O)c1cccc2nsnc12,-2,6,-1,-9.2,-6,-0.3,104,6,95,1.1
CCOC(=O)C1=C(C)N=c2s/c(=C/c3ccco3)c(=O)n2C1c1cccc(OC)c1 (configuration not stated),12,-10,-3,-0.2,-3,-0.1,94,18,109,1.3
O=C(C1CCCN(Cc2nc(-c3cccs3)no2)C1)N1CCOCC1 (configuration not stated),-3,-3,-16,0.2,-1,0.1,105,-2,101,1.1
CC(C)NC(=O)C(=O)NCCc1ccc(Cl)cc1,3,3,11,0.1,-7,-0.4,99,5,95,0.99

# 3 structures from above, arranged by molar mass, lowest first:
SMILES,STAT3 inh,STAT1 blocker,APP 5'UTR act,Redox H2O2 prof,HMGR II inh,Hsp70 activator,STAT3 activator,TLR4-MyD88 BLA,STAT1 activator,NF-kB expr up
Cc1nc2nc[nH]n2c(=O)c1C/C=C/c1ccccc1,7,-2,49,-1.5,4,-0.1,97,11,102,1.2
CCOC(=O)c1cccc(NC(=O)c2ccccc2C)c1,0,-7,-20,-0.1,6,0.2,101,-15,105,1.2
CCOC(=O)C1=C(C)N=c2s/c(=C/c3ccco3)c(=O)n2C1c1cccc(OC)c1 (configuration not stated),12,-10,-3,-0.2,-3,-0.1,94,18,109,1.3

# (more compounds)
SMILES,STAT3 inh,STAT1 blocker,APP 5'UTR act,Redox H2O2 prof,HMGR II inh,Hsp70 activator,STAT3 activator,TLR4-MyD88 BLA,STAT1 activator,NF-kB expr up
CC12CCC(C(=O)Nc3cccc4ccccc34)(C1Br)C2(C)C (configuration not stated),4,0,7,-5.2,-4,-0.2,98,6,100,0.76
C=CCc1c(C)nc(SC)nc1Nc1ccccc1,4,4,3,0.3,-4,-0.4,100,-5,96,0.95
CCCn1c(N2CCN(CC(=O)c3c(C)n(C)c4ccccc34)CC2)nc2c1c(=O)[nH]c(=O)n2C,11,0,-11,0.5,1,-0.4,94,-5,100,0.87
CCOc1ccc(C2CC(c3cccc(OC)c3OC)n3nnnc3N2)cc1Cl (configuration not stated),1,-4,10,1.1,-2,-0.3,103,9,102,0.96
CCOC(=O)c1cccc(NC(=O)C(NS(=O)(=O)c2ccc3c(c2)CCN3C(C)=O)C(C)C)c1 (configuration not stated),-2,-10,-21,-3.2,0,-0.2,108,3,110,1.2
CCSc1nnc2c(n1)OC(c1ccc(C(=O)O)cc1)N(C(C)=O)c1ccccc1-2 (configuration not stated),-8,4,.,-0.8,0,0.0,114,1,97,1.2
Cc1cc(NS(=O)(=O)c2ccc(NC(=S)NC(=O)c3ccc(C(C)(C)C)cc3)cc2)no1,-12,-5,-4,-0.4,-2,0.2,111,-11,104,0.99
O=S(=O)(c1ccccc1)N1CCC(=NO)CC1,-3,4,4,-1.3,-1,0.0,104,-6,97,0.73
